Compound activity deposited in PubChem by Emory University Molecular Libraries Screening Center.
14-3-3 PPI: alters human 14-3-3 gamma binding to Raf peptide. AID 422. 160,000 compounds, 0.19% hits. inhibition, % at 40 µM. FP, 14-3-3gamma / TMR-pS259-Raf peptide binding; in the data active = inhibition above about 30%;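 note: 0% = protein plus tracer without compound and 100% = blank with tracer alone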
Target sequence (P61981 whole entry, looked up): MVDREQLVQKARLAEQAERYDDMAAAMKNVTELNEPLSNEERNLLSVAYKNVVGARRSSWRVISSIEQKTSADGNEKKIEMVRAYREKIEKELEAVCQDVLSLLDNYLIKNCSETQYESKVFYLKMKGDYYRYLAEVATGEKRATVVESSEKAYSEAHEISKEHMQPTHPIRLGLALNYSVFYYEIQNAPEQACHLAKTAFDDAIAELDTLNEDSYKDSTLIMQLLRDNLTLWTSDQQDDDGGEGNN
* = called active by the depositor; & = joins results of further samples.

SMILES | 14-3-3 PPI
CN(C)c1oc(-c2ccccc2)nc1C#N | -2
CCc1sc(NC(=O)CCC(=O)O)nc1-c1ccccc1 | 4
COc1ccc(C(=O)NCCn2cc(SCc3ccc(Br)cc3)c3ccccc32)cc1 | 5
CC(=O)Nc1ccc(-n2c(C=Cc3cccc([N+](=O)[O-])c3)nc3ccccc3c2=O)cc1 | 5
O=C(CSc1oc(-c2cccs2)nc1S(=O)(=O)c1ccc(Br)cc1)c1ccccc1 | -150
CCC(c1nnnn1C(C)(C)CC)N(CCCO)Cc1cc2cc(C)cc(C)c2[nH]c1=O (stereo unspecified) | -9
O=C(Cn1ncc2c(=O)oc3ccccc3c21)N1CCCN(Cc2ccccc2F)C1 | -3
O=C1c2[nH]nc(-c3ccccc3)c2C(c2ccc(F)cc2)N1c1ccccc1 (stereo unspecified) | -2
Cc1cc(C)n2cc(CSc3nnc(-c4ccccc4)o3)nc2n1 | -12
COc1ccc(NC(=O)CCN2C(=O)c3ccncc3C2=O)cc1Cl | -17
CCN(CC)Cc1c(C(=O)OC)nnn1-c1nonc1N | -2
COc1cc(OC)cc(-c2nnc(NC(=O)c3ccc(S(=O)(=O)N4CCC(C)CC4)cc3)o2)c1 | 6
COc1cccc(C(=O)Nc2ccc(S(=O)(=O)Nc3cc(C)nc(C)n3)cc2)c1 | 0
O=C(CSc1nnc(CNC(=O)c2cccs2)o1)Nc1ccc(Cl)cc1 | -2
COc1ccc(C2C(C(=O)Nc3cccc(C)n3)=C(C)NC3=C2C(=O)CC(C)(C)C3)cc1 (stereo unspecified) | -8
COc1cccc(NC(=O)CSc2ncnc3c2oc2ccccc23)c1 | 4
Cc1ccc(Nc2ncc3c(n2)CC(c2ccco2)CC3=O)c(C)c1 (stereo unspecified) | -5
CCC(c1nnnn1Cc1cccs1)N1CCN(c2nc3ccccc3s2)CC1 (stereo unspecified) | 4
O=C(CN1CCN(C(=O)c2cccc(F)c2)CC1)Nc1ccccc1F | -6&-10
COc1ccc2[nH]c(C(=O)O)c(CCC(=O)O)c2c1 | 11
COC(=O)c1c(NC(=O)c2ccc(F)cc2)sc(Cc2ccccc2)c1C | -10
CC(=O)NCCN1C(=O)C(=O)/C(=C(/O)c2ccc(Cl)cc2)C1c1ccccc1 (stereo unspecified) | 3
O=C(COC(=O)C1CC(=O)N(c2ccccc2)C1)c1ccccc1 (stereo unspecified) | -3
CCNc1nc(F)cc(=O)[nH]1 | -2
CC(C)(C)NCc1cccn1-c1sc2c(c1C#N)CCCC2 | -8
O=C(Nc1ccc2c(c1)Cc1ccccc1-2)c1ccco1 | -21
CSc1ccccc1-n1nnnc1SCC(=O)NCc1cccs1 | -9
O=c1[nH]cnc2scc(C3COc4ccccc4O3)c12 (stereo unspecified) | 6
COc1cccc2cc(C(=O)Nc3ccccc3F)c(=Nc3ccc(C(=O)O)cc3)oc12 | -2
Cc1ccc(S(=O)(=O)Nc2cc3c4c(oc3c3ccccc23)CCCC4)c(C)c1 | -64
COC(=O)c1cc(C(=O)N(Cc2ccccc2)c2ccccn2)cc([N+](=O)[O-])c1 | 3
O=C(NC1CCCCCC1)c1cnn2c(C(F)(F)F)cc(-c3cccs3)nc12 | -6
Cc1ccc(Nc2c(-c3cccnc3)nc3ccc(C)cn23)cc1 | -2
CCCSc1nnc2c(n1)OC(c1ccc([N+](=O)[O-])o1)Nc1ccccc1-2 (stereo unspecified) | -32
CC1CCCN(C(=O)c2cc(N3C(=O)C4C5CCC(C5)C4C3=O)ccc2Cl)C1 (stereo unspecified) | -12
Cc1nc2ccc(F)cc2cc1C(=O)NCc1ccco1 | 2
O=C(CSc1nc2ccsc2c(=O)n1C1CCCCC1)NC1CCCCC1 | 3
CN(C)C(=NS(=O)(=O)c1ccc(Br)cc1)c1ccccc1 | -2
O=C(CN1N=C(c2ccccc2)CCC1=O)NCCCN1CCOCC1 | -1
COCc1cc(=O)n2c([nH]c3ccccc32)c1C#N | -23
CCOC(=O)c1c(NC(=O)c2cc3nc(-c4ccco4)cc(C(F)(F)Cl)n3n2)sc(C)c1C | -4
CCC(C)NC(=O)CCS(=O)(=O)c1cccc2nsnc12 (stereo unspecified) | 0
CN1/C(=C\C(=O)COc2ccc3c(c2)OCO3)C(C)(C)c2ccccc21 | -134
CCOC(=O)c1c(NC(=O)c2ccco2)sc2c1CCC(CC)C2 (stereo unspecified) | -33
O=C1C2C3C=CC(O3)C2C(=O)N1CC(O)c1ccccc1 (stereo unspecified) | 1

5 of these compounds, reformatted:
14-3-3 PPI | compound
-2 | Cc1ccc(Nc2c(-c3cccnc3)nc3ccc(C)cn23)cc1
-32 | CCCSc1nnc2c(n1)OC(c1ccc([N+](=O)[O-])o1)Nc1ccccc1-2 (stereo unspecified)
-4 | CCOC(=O)c1c(NC(=O)c2cc3nc(-c4ccco4)cc(C(F)(F)Cl)n3n2)sc(C)c1C
3 | COC(=O)c1cc(C(=O)N(Cc2ccccc2)c2ccccn2)cc([N+](=O)[O-])c1
-12 | CC1CCCN(C(=O)c2cc(N3C(=O)C4C5CCC(C5)C4C3=O)ccc2Cl)C1 (stereo unspecified)

Ordered by value in 14-3-3 PPI (ascending): some entries from above.
SMILES | 14-3-3 PPI
O=C(NC1CCCCCC1)c1cnn2c(C(F)(F)F)cc(-c3cccs3)nc12 | -6
CN(C)C(=NS(=O)(=O)c1ccc(Br)cc1)c1ccccc1 | -2
O=C1C2C3C=CC(O3)C2C(=O)N1CC(O)c1ccccc1 (stereo unspecified) | 1

Next section:
SMILES | 14-3-3 PPI
Cc1cc2n(n1)C(c1sccc1C)Nc1ccccc1-2 (stereo unspecified) | 6
Cn1c(=O)c2[nH]c(NCc3ccccc3)nc2n(C)c1=O | -11
COc1cc(NC(=O)CCc2ccccc2)c(C(=O)O)cc1OC | -2&-4
CC(NC(=O)c1c(O)c2cccc3c2n(c1=O)CC3)c1ccccc1 (stereo unspecified) | -9
CCc1ccc2nc(N3CCCC(C(=O)NC4CCCCC4)C3)sc2c1 (stereo unspecified) | -1
O=C(NCc1cccnc1)c1cc2ccccc2c(=O)o1 | -15
O=c1c2cc(Br)ccc2[nH]c(=S)n1CC1CCCO1 (stereo unspecified) | -10
OCCN1CCN(C2CCN(C3CCCCCC3)CC2)CC1 | 7
CCOC(=O)c1c(NC(=O)CNCC(O)CO)sc(C)c1C (stereo unspecified) | 5
COc1ccc(OC)c(NC(=O)CN(c2ccc(C)cc2)S(=O)(=O)c2c(C)noc2C)c1 | -10
CN1C(=O)c2ccc(NC(=O)C3CCCCC3)cc2C1=O | -2
CC1Cc2ccccc2N1S(=O)(=O)c1ccc2c(c1)c(=O)n(C)c(=O)n2C (stereo unspecified) | -28
COc1ccc(N2CCN(C(=O)Cn3nnc(-c4ccc(OC)c(OC)c4)n3)CC2)cc1 | -1
NC(=O)N1CCC(=O)Nc2ccccc21 | 0
CCOc1ccc(C2C(N3C(=O)c4cccc([N+](=O)[O-])c4C3=O)C(=O)N2c2ccc(Br)c(C)c2)cc1 (stereo unspecified) | 0

Some of the entries above in a different format:
molecule	14-3-3 PPI
CN1/C(=C\C(=O)COc2ccc3c(c2)OCO3)C(C)(C)c2ccccc21	-134
CCc1sc(NC(=O)CCC(=O)O)nc1-c1ccccc1	4
CCN(CC)Cc1c(C(=O)OC)nnn1-c1nonc1N	-2
O=C(Nc1ccc2c(c1)Cc1ccccc1-2)c1ccco1	-21
CC(NC(=O)c1c(O)c2cccc3c2n(c1=O)CC3)c1ccccc1 (stereo unspecified)	-9
Cc1ccc(Nc2c(-c3cccnc3)nc3ccc(C)cn23)cc1	-2
COc1ccc(C(=O)NCCn2cc(SCc3ccc(Br)cc3)c3ccccc32)cc1	5

(listing goes on)
SMILES | 14-3-3 PPI
CN(CC(=O)NC1CCCCC1)S(=O)(=O)c1cccc2nsnc12 | -15
C=CCNS(=O)(=O)c1sccc1/C=N/O | -2
Nc1c(C(=O)Nc2cc(C(F)(F)F)ccc2Cl)sc2nc3c(cc12)CCCCC3 | -7
Cc1cc(C)c(NC(=O)Cn2c(=O)n(CCCC(=O)N3CCc4ccccc4C3)c(=O)c3ccccc32)c(C)c1 | -1
CC1=C(C(=O)OCC(C)C)C(c2ccccc2Br)N2C(=O)CCSC2=N1 (stereo unspecified) | -2
CC1CCCCC1NC(=O)c1cc(=O)[nH]c2ccc(S(=O)(=O)N3CCCCC3C)cc12 (stereo unspecified) | -15
CCOC(=O)c1cnc2c(ccc3ccccc32)c1NCCN(C)C | -24
O=C(O)c1c[nH]c2c(C(=O)O)cccc2c1=O | 11
CN(C)c1ccc(C=NCC2(O)CCOC(C)(C)C2)cc1 (stereo unspecified) | -13&-5
COc1ccc(C(=O)Nc2nc3ccc(S(C)(=O)=O)cc3s2)cc1[N+](=O)[O-] | -3
CC1(C)CC2(CCO1)OC(=O)CC2C(=O)NCc1ccccc1 (stereo unspecified) | 0
C=CCOc1nc2c(c(=O)n(C)c(=O)n2C)n1Cc1ccccc1Cl | -5
CC(C)N1C(=O)C2C(C(=O)NC3CCCCC3)C3C=CC2(O3)C1C(=O)NC1CCCCC1 (stereo unspecified) | -3
CN(CCc1ccccn1)Cc1cccnc1 | 1
CCN1CCN(C(=O)Nc2ccc(Cc3ccc(NC(=O)N4CCN(CC)CC4)cc3)cc2)CC1 | 2
O=C(O)CCC(=O)N1N=C(c2ccccc2)CC1c1ccccc1F (stereo unspecified) | 8
COc1ccc(C)cc1N1C(=S)NC(C)(C)C=C1C | 0
CC1CCCCC1Nc1nc(-c2ccccc2F)nc2ccccc12 (stereo unspecified) | 11
CCN(C(=O)C(CCS(C)(=O)=O)NC(C)=O)c1ccccc1 (stereo unspecified) | 11
CCCn1c(=O)c(C(=O)Nc2cnccn2)c(O)c2ccccc21 | 4
C/C=C/COC(=O)c1[nH]c2c(c1C)C(=O)CC(c1ccc(N(C)C)cc1)C2 (stereo unspecified) | -3
Cc1cccc(N2CCN(C(=O)c3ccc(Cn4cc(Br)cn4)o3)CC2)c1C | -4
O=C(CC(c1ccccc1)C1([N+](=O)[O-])C(=O)c2ccccc2C1=O)c1ccccc1 (stereo unspecified) | -22
O=C1CSC(c2cc3c(cc2[N+](=O)[O-])OCO3)N1c1cccc(F)c1 (stereo unspecified) | -9
COc1ccc(NC(=O)C2=C(C)Nc3ncnn3C2c2cc(OC)ccc2OC)cc1 (stereo unspecified) | 3
COc1ccccc1NC(=O)CSc1nnc(Cc2ccccc2)o1 | 5
O=C(c1ccc(S(=O)(=O)N2CCOCC2)cc1)N1CCN(c2ccc(F)cc2)CC1 | -3
CCOC(=O)C1=C(C)NC2=C(C(=O)CCC2)C1c1cccnc1 (stereo unspecified) | 4
C=C(C)Cn1c(CNC(=O)c2cccs2)nc2ccccc21 | -5
CCCNC(=O)Nc1nc(CC(=O)OCC)cs1 | 0

Continued; the last 3 above are carried over.
SMILES | 14-3-3 PPI
CCOC(=O)C1=C(C)NC2=C(C(=O)CCC2)C1c1cccnc1 (stereo unspecified) | 4
C=C(C)Cn1c(CNC(=O)c2cccs2)nc2ccccc21 | -5
CCCNC(=O)Nc1nc(CC(=O)OCC)cs1 | 0
Cc1[nH]n2c(=O)c3c(nc2c1-c1ccccc1)CCC3 | -4&-3
Cc1nc2ccc(S(=O)(=O)NC(C(=O)N3CCn4c3nc3ccccc34)C(C)C)cc2s1 (stereo unspecified) | -5
COc1ccc(C)cc1NC(=O)c1nn(-c2ccccc2OC)c(=O)c2ccccc12 | -3
CCC12CN3CC(CC)(CN(C1)C3c1ccc(C(C)C)cc1)C2=O (stereo unspecified) | 3
C=CCNC(=O)c1ccc2nc(-c3ccco3)c(-c3ccco3)nc2c1 | -62
COC(=O)C1=C(C)N(Cc2ccccc2)C(=O)NC1c1ccccc1F (stereo unspecified) | -11
CCN(CC)S(=O)(=O)N1CCCC(C(=O)NCCC2=CCCCC2)C1 (stereo unspecified) | 6
O=C(Nc1cc(SCCO)cc([N+](=O)[O-])c1)c1ccc2c(c1)OCO2 | -17
Cc1ccc(S(=O)(=O)NCCN=C(CN2CCOCC2)NS(=O)(=O)c2ccc(C)cc2)cc1 | -6
CC1C2CC(C(S(=O)(=O)N3CCOCC3)C2=O)C1(C)C (stereo unspecified) | -6
COc1ccc(NC(=O)CSc2nnc(-c3cccnc3)n2Cc2ccccc2)cc1 | -4
COCCn1c(Cc2ccccc2)nnc1SCC(=O)NC(C)(C)C | 2
Cc1ccc(N2C(=O)c3ccc(C(=O)OC4CCCCC4)cc3C2=O)cc1 | -6
O=C(Nc1c(-c2ccccc2)nc2sccn12)c1ccccc1 | -3
O=C(c1ccc(Cn2c(=S)[nH]c3cc4c(cc3c2=O)OCO4)cc1)N1CCc2ccccc2C1 | -25
O=C(O)CN1CCOCCOCCN(CC(=O)O)CCOCCOCC1 | -7
CCOc1ccc(NC(=O)c2ccc(C(F)(F)F)cc2)cc1 | -4
COc1ccc(NC(=O)c2noc3c2CCC3)cc1OC | -7
Cc1cccc(NS(=O)(=O)c2cccnc2)c1 | -5
Cc1cc(NC(=O)COc2cccc(C)c2C)no1 | -1
O=C(c1csc(Nc2ccccc2Cl)n1)N1CCCC1 | -5
COc1ccccc1NC(=O)C1=C(C)Nc2ncnn2C1c1ccccc1C (stereo unspecified) | 0
O=[N+]([O-])c1ccc(N2CCN(c3ccccc3)CC2)s1 | -12
COC(=O)C1=C(C(=O)OC)C(c2cc([N+](=O)[O-])ccc2OCc2ccccc2Cl)c2sc(=O)[nH]c2S1 (stereo unspecified) | -9
CC(C)c1ccc(NS(=O)(=O)c2ccc3[nH]cc(C(=O)NC4CCCC4)c(=O)c3c2)cc1 | -23
CCC(Sc1nncn1C)C(=O)N1c2ccccc2Sc2ccccc21 (stereo unspecified) | 0
CN(C(=O)Cn1c(=O)n(Cc2ccccc2)c(=O)c2c3c(sc21)CCC3)C1CCCCC1 | 1
Nc1c(Sc2ccccc2)c(=O)[nH]c(=O)n1Cc1ccccc1 | -4
CCOC(=O)c1ccccc1NC(=O)Cn1cnc2c(cnn2-c2ccccc2)c1=O | -9
O=S1(=O)N=C(Nc2ccc3c4c(cccc24)CC3)c2ccccc21 | -33
Cc1ccc(NC(=O)N(CCCN2CCOCC2)Cc2cc3cc4c(cc3[nH]c2=O)OCO4)cc1 | -4
COc1ccc(-c2cc(C(F)(F)F)n3nc(C(=O)NCCCN4CCOCC4)c(Cl)c3n2)cc1OC | -3
C#CC(C)(CC)NC(=O)c1cc2ccccc2oc1=O (stereo unspecified) | 0

These rows are one share of the data (hit frequency here may not be typical).
